AmpC inh no detg: qHTS Inhibitors of AmpC Beta-Lactamase (assay without detergent). P00811. AmpC nitrocefin hydrolysis, absorbance 480 nm, 0.0001% Triton. Potency, µM (series often up to 57.1 µM), for inactives: at the highest dose activity change, negative = inhibition, actives largely listed as inhibitors. 0.52% of 330,000 active. AID 485341, 2010;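 further: potency means the concentration at half of the fitted maximal effect; plate controls were no compound for no effect and no enzyme for full effect; nearly all actives have a fitted effect of over 20% in size; some results filed as inactive show a strong effect at the top dose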
Target sequence (P00811 whole entry, looked up): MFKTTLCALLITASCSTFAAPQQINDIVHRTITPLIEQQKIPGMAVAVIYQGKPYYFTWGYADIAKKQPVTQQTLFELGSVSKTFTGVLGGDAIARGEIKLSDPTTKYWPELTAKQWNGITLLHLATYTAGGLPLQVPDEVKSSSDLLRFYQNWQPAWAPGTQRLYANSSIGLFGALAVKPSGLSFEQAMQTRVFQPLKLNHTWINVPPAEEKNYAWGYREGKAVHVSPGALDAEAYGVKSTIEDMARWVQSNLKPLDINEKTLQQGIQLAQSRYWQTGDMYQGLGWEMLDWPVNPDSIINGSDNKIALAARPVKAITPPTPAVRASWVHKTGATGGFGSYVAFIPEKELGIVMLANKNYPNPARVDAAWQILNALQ
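20 mM phosphate pH 7.0 + 0.01% (detergent screen) or 0.0001% Triton X-100; 5.3 nM AmpC reagent; cpd preinc 15 min RT; nitrocefin (800 uM stock) to start; A480 q20 s × 4 min; Activity was normalised to no-enzyme and no-compound control wells.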
AMA1-RON2 inh: qHTS for Inhibitors of AMA1-RON; Towards Development of Antimalarial Drug Lead: Primary Screen; AlphaScreen AMA1-biotinylated RON2 peptide binding; Potency, µM (series often up to 58.2 µM), for the others: top-dose activity change, negative = inhibition, hits mostly inhibitors; 0.2% of 360,000 active;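 further: potency means the concentration at half of the fitted maximal effect; 0% = vehicle wells and -100% = peptide control; nearly all actives have a fitted effect of over 45% in size; some results filed as inactive show a strong effect at the top dose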
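AMA1 (3D7) with his tag at 25 nM final met compounds first, then biotinylated RON2 peptide at 25 nM; detection used donor plus acceptor beads, 10 µg/mL apiece, read by AlphaScreen after 30 min at room temperature.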
Shiga inhibitor: A qHTS for Small Molecule Inhibitors of Shiga Toxin; Vero cells, Shiga toxin protein synthesis inhibition reporter; inhibition, % at 38.7 µM; 9.2% of 290,000 active; in the data active means inhibition mostly above about 28%, no sharp cut-off; inactive means mostly below about 43%; further: 0% is about no effect
Giardia FBPA inh: qHTS Assay for Inhibitors of Fructose-1,6-bisphosphate Aldolase from Giardia Lamblia; purified Giardia FBPA; Potency, µM (series often up to 59.6 µM), without a hit: top-dose activity, negative = inhibition, hits mostly inhibitors; 0.71% of 290,000 active; further: potency means the concentration at half of the fitted maximal effect; on the % scale 0 is the no-effect control and ±100 the full control effect; nearly all actives have a fitted effect of over 55% in size
Target sequence (A8B2U2 whole entry, looked up): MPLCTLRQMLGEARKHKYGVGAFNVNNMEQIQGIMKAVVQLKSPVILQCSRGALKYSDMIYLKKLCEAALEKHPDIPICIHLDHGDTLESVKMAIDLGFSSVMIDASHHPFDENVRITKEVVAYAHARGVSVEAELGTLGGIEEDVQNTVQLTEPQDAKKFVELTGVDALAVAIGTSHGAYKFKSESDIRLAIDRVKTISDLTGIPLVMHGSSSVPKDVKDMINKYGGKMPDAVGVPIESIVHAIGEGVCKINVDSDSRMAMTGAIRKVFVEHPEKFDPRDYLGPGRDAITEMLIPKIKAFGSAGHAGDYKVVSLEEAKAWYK
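Giardia FBPA (40 nM reagent) was preincubated 10 min at RT with compound (up to 57.5 uM final), then substrate plus GAPDH/TPI/NAD/arsenate coupling system with diaphorase/resazurin was added; resorufin fluorescence (525/598 nm) was read after 20 min.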
AmpC detergent: qHTS Inhibitors of AmpC Beta-Lactamase (assay with detergent); AmpC hydrolysis of nitrocefin, absorbance 480 nm, 0.01% Triton; Potency, µM (doses to about 114 µM), without a hit: top-dose activity change, negative = inhibition, most hits filed as inhibitors; 0.041% of 370,000 active;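 further: potency means the concentration at half of the fitted maximal effect; 0% = no-compound wells and -100% = no-enzyme wells; nearly all actives have a fitted effect of over 25% in size; some results filed as inactive show a strong effect at the top dose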
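AmpC (5.3 nM in the dispensed reagent) in 20 mM phosphate pH 7.0 with 0.01% (detergent screen) or 0.0001% Triton X-100 was preincubated with compounds for 15 min at room temperature. Nitrocefin was then added from an 800 uM solution, and hydrolysis was followed at 480 nm.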
HCMV antiviral: qHTS Assay for inhibitors of the human cytomegalovirus (HCMV); HFF cells, HCMV-luciferase reporter, 72 h; active compounds read low; activity change, negative = inhibition, % at 57.5 µM; 4.5% of 410,000 active; in the data active means activity change below about -60%; inconclusive means no clear call, values can overlap the other calls; inactive means above about -39%; further: on the % scale 0 is the no-effect control and ±100 the full control effect
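After 16 h attachment at 37C, HFF cells received test compound and HCMV-luciferase (1 PFU/cell); reporter luminescence read 72 h later, data normalized against buffer-only and known inhibitor Salinomycin.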
CHX counter: Cycloheximide Counterscreen for Small Molecule Inhibitors of Shiga Toxin. cell reporter, cycloheximide protein synthesis inhibition counterscreen. max response, %. 12% of 300,000 active. AID 2314, 2010; in the data active means max response mostly above about 13%, no sharp cut-off; inactive means mostly below about 14%; further: read at 38.3 µM for the half of the compounds with a filed dose; 0% is about no effect
An asterisk follows results filed as active; i = inactive; u = inconclusive; x = not tested or not shown; & = joins results of further samples; ! = not confirmed by another sample; [ ] = another dose, or the depositor's remark. Unless noted, the call rests on the fitted dose curve; in most records, active means well fitted curve in the direction sought with a large enough effect; inconclusive means small, poorly fitted or top-dose-only effect, or another doubt; inactive means no such curve, though single readings can be large; an effect the other way counts as inactive or inconclusive.

SMILES	AmpC inh no detg	AMA1-RON2 inh	Shiga inhibitor	Giardia FBPA inh	AmpC detergent	HCMV antiviral	CHX counter
COC(=O)c1ccc(C(NC(=O)OCc2ccccc2)/C(F)=C/[C@@H](C)C(=O)NCc2ccc(-c3ccccc3)cc2)cc1 (stereo partly drawn)	u	0%	-6	8%&4%	-8%	x	-2
O=C(Nc1ccc(N2CCN(C(=O)c3cccs3)CC2)cc1)c1cccnc1	-15%	10%	-4	6%	2%	-31	-4
COc1ccc(C(CNc2ncnc3sccc23)N(C)C)cc1OC (stereo not drawn)	35%	8%	-5	-14%	2%	85	14
CCOc1ccc(CCNC(=O)C2=C(C)C(=O)OC23CCC(C)CC3)cc1 (stereo not drawn)	53%	-4%	-8	3%	u	-15	-2
COc1ccc(Oc2coc3cc(OC(=O)N4CCOCC4)ccc3c2=O)cc1	56%	-8%	-5	-7%	-9%	-27	5
CCOc1ccccc1C(=O)OCC(=O)NCC1CCCCC1	1%	-7%	x	x	-12%	-27	x
O=C(COC(=O)c1nc(Cl)ccc1Cl)NNC(=O)c1ccccc1	3%	43%[activator]	x	x	-15%	-23	x
COC(=O)c1cc(Br)ccc1OC(=O)c1cccnc1	-1%	3%	25	-1%	-6%	34	-3
Cc1cccc(C2=NN(c3ccc(Br)cc3)[C@@H](C(=O)N3CCOC3=O)[C@@H]2C)c1	-10%	48%[activator]	16	-17%	x	-11	0
COC(=O)N1C(=O)[C@](Cc2ccccc2)(c2ccccc2)N1C(=O)OC	-29%	-4%	5	4%	1%	4	21*
COC(=O)c1ccc(/C=N/NC(=S)NC(C)C)cc1	-4%	89%[activator]	-7	2%	-4%	u	-1
O=C(NCc1ccc(Cl)cc1)c1noc2c1CCCCC2	-15%	-13%	47*	1%	5%	44	32*
CCOc1ccc(C(CC(=O)O)NC(=O)C(Sc2ccccc2)c2ccccc2)cc1 (stereo not drawn)	-12%	5%	0	23%	1%	18	-6
C=CCN(CC=C)CC(O)Cn1c2ccccc2c2ccccc21 (stereo not drawn)	35%	2%	5	0%	3%	16	-6
COC(=O)c1ccccc1NC(=O)COC(=O)c1cccnc1	-27%	8%	-9	7%	-6%	1	-1
C/C=C/C(=O)Nc1ccc(N2CCN(c3ccc(C(F)(F)F)cn3)CC2)nc1	-21%	12%	-14	-5%	-8%	-30	-2
N#Cc1nc(-c2cccs2)oc1NCc1ccco1	-37%	1%	28	-1%	0%	71	18*
CCOC(=O)C1CCCN(Cc2c(Cl)cccc2Cl)C1 (stereo not drawn)	x	47%[activator]	1	u	-7%	-33	-2
Cc1cccc2nc(CNC(=O)C3CCC(=O)N(Cc4ccccc4F)C3)cn12 (stereo not drawn)	0%	-6%	-29	x	-5%	17	2
COc1ccc(CNc2ccc3c(c2)ncn3-c2ccccc2OC)cc1	-3%	u	45	-3%	1%	u	-1
CCOC(=O)N1CCN(C2CC(=O)N(c3ccc(Oc4ccccc4)cc3)C2=O)CC1 (stereo not drawn)	163%[activator]	-10%	-14	-2%	-10%	2	7
COc1ccc([C@]23Cc4cc(OC)c(OC)cc4C(O2)C2=C(CCCC2=O)O3)cc1	239%[activator][11.4 µM]	x	i	u	-8%[22.9 µM]	x	12
CC1(C)CC(N2CCCCC2)=CC(=[N+]2CCCCC2)C1	-15%	2%	22	0%	5%	-95*	16
O=C(NN1CCOCC1)c1ccc(Cl)cc1[N+](=O)[O-]	-2%	11%	18	x	-1%	12	-1
CCC(C)NS(=O)(=O)c1ccc(OC)c(Cl)c1Cl (stereo not drawn)	-17%	18%	-13	18%	u	-22	-1
Cc1noc(C)c1/C=N/Nc1ccc2ccccc2n1	-3%	-9%	64*	-1%	1%	240	39*
Cc1coc2c1c(C)cc1oc(=O)c(CC(=O)NCCCN3CCCC3=O)c(C)c12	254%[activator]	-4%	-13	-9%	u	10	2
CS(=O)(=O)c1ccc(NS(=O)(=O)c2ccc(Cl)c(C(=O)NC3=NCCS3)c2)cc1	-12%	-16%	x	x	x	-39	x
COc1ccc(NC(=O)Cn2cc(C(=O)C3CC3)c3ccccc32)cc1	-14%	21%	-4	6%	0%&15%	34&-8	-6
CC1CN(C(=O)CSc2nnc(-c3ccc(Cl)cc3)n2C)CC(C)O1 (stereo not drawn)	-7%	-4%	55	6%	-1%	-4	20*
c1ccc(-c2nn3c(C4CCCCC4)nnc3s2)nc1	-10%	9%	-6	1%	u	-23	-4
S=C(NCCN1CCOCC1)NC1CCCC1	-15%	-2%	-7	-7%	-14%	44	-3
CNC(=O)Nc1ccccc1C(=O)NCc1ccccc1	-18%	8%	7	1%	-13%	6	2
Cc1ccc(C(=O)C2CCN(CC(=O)Nc3nc(C)cs3)CC2)cc1	18%	-15%	-20	2%	-10%	-5	-4
CN1CCN(CC(=O)Nc2nnc(-c3cccs3)s2)CC1	-23%	-2%	10	-8%	-13%	-18	-1
CN(C)/C=C(\C=O)c1onc(-c2ccccc2Cl)c1C#N	-15%	5%	13	4%	4%	45	15
CC(C)OC(=O)c1ccc(NC(=O)c2ccco2)cc1	-14%	-2%	77*	1%	-6%	-9	46*
CCC(=O)Nc1ccc(C=C(C(C)=O)C(C)=O)cc1	5%	-3%	6	3%	2%	80	-1
COc1cc2ccccc2cc1C(=O)Nc1sc2c(c1C(N)=O)CCN(C(C)C)C2	157%[activator]	x	-10	-30%	1%	-23	-2
COc1ccccc1NC(=O)N1CCN(c2ccc3nnc(-c4ccc(F)cc4)n3n2)CC1	170%[activator]	-1%	24	0%	3%&-5%	-76*!	0
CCOc1ccc(N2C(=O)CC(N3CCN(C4CCc5ccccc5C4)CC3)C2=O)cc1 (stereo not drawn)	-2%	-3%	-5	-1%	-16%	20	1
CCC(C)NC(=O)c1cc2c(=O)n3cccc(C)c3nc2s1 (stereo not drawn)	-8%	8%	16	0%	0%	66	17
OCC[C@@H]1C[C@H](O)[C@@H](O)[C@@]2(CCc3ccccc3CO2)O1	-52%	17%	3	-2%	u	-27	0
CN1C(N)=NC(=O)/C1=C\c1ccc(Br)cc1	-7%	-6%	41	5%	0%	-11	13*
CCc1cc(C(c2ccccn2)N2CCN(C)CC2)c(NC(=O)c2ccccc2)s1 (stereo not drawn)	87%[activator]	2%[2.32 µM]	-10	5%	u	-1	-1
O=C(COC(=O)C1CCN(c2ccc(C(F)(F)F)cn2)CC1)Nc1ccc(Cl)cn1	-34%	-16%	6	x	4%	10	-1
COCc1cc(=O)n2[nH]c(C(C)(C)C)cc2n1	4%	-1%	2	u	-5%	0	1
Cn1cccc1C(=O)OCC(=O)Nc1ccc2c(c1)OCO2	-24%	3%	64*	-1%	4%	-3	33*
Cc1ccc(NCc2ccncc2)c(Br)c1	1%	u	33*	u	-11%	4	12
COC(=O)NCC1(C)CC(NC(=O)OC)CC(C)(C)C1 (stereo not drawn)	18%	-3%	-11	-23%	u	-22	8
COc1cc(OC)c2c(c1)C(=O)OC2OC (stereo not drawn)	-11%	11%	-11	-2%	-10%	1	-3
COCCN(C(=O)CCc1nnc(Cc2c[nH]c3ccccc23)o1)C(C)C	57%	17%	11	5%	2%	73	3
O=C(c1ccncc1)N1CCN(C(=O)c2ccncc2)CC1	-19%	24%	-16	1%	u	5	-3
C=CCOc1c(Br)cc(C2NC(=O)NC(C)=C2C(C)=O)cc1OCC (stereo not drawn)	-5%	0%	-14	-4%	-6%	25	-2
C=CCOC(=O)C1=C[C@@H](c2coc3ccccc3c2=O)C[C@@H](OCc2ccc(CO)cc2)O1	40%	-4%	15	-6%	8%	48	5
CC(c1ccco1)N(C(=O)c1ccccc1NS(=O)(=O)c1ccc(Cl)cc1)c1ccccn1 (stereo not drawn)	-20%	-10%	-8	0%	-12%	-16	-3
CCOC(=O)CSc1ncc(-c2cccc(Cl)c2)cn1	-16%	3%	-12	5%	u	24	0
CC(C)CN(C(=O)c1ccco1)C1CCS(=O)(=O)C1 (stereo not drawn)	-5%	2%	x	x	u	-12	x
O=C(NNC(=O)C1CC1)c1cc(Br)c(Br)s1	-27%	86%[activator]	x	x	x	-6	x
CC(C)(C)c1ccc(C(=O)NC2CCN(Cc3ccccc3)CC2)cc1	26%	-3%	-8	-3%	1%	u	-4

Single records (already shown).
Entry for COc1cc2ccccc2cc1C(=O)Nc1sc2c(c1C(N)=O)CCN(C(C)C)C2 → AmpC inh no detg: 157%[activator]; AMA1-RON2 inh: x; Shiga inhibitor: -10; Giardia FBPA inh: -30%; AmpC detergent: 1%; HCMV antiviral: -23; CHX counter: -2
Entry for CCOC(=O)N1CCN(C2CC(=O)N(c3ccc(Oc4ccccc4)cc3)C2=O)CC1 (stereo not drawn) → AmpC inh no detg: 163%[activator]; AMA1-RON2 inh: -10%; Shiga inhibitor: -14; Giardia FBPA inh: -2%; AmpC detergent: -10%; HCMV antiviral: 2; CHX counter: 7
Entry for O=C(c1ccncc1)N1CCN(C(=O)c2ccncc2)CC1 → AmpC inh no detg: -19%; AMA1-RON2 inh: 24%; Shiga inhibitor: -16; Giardia FBPA inh: 1%; AmpC detergent: u; HCMV antiviral: 5; CHX counter: -3

(further entries)
SMILES	AmpC inh no detg	AMA1-RON2 inh	Shiga inhibitor	Giardia FBPA inh	AmpC detergent	HCMV antiviral	CHX counter
O=C(Nc1ccc(Cl)cc1Cl)c1csc(-c2cccnc2)n1	-31%	3%	13	5%	8%	64	5
Cc1ccc(S(=O)(=O)NCCC(=O)NC(C)CCc2ccccc2)cc1 (stereo not drawn)	-4%	-1%	x	x	-18%	-17	x
Cc1nn(-c2ccccc2)c(NC(=O)c2ccccc2)c1Br	-24%	5%	-5	2%	-2%	u	-2
N#Cc1ccccc1NC(=O)CN1CC=C(c2ccccc2)CC1	6%	0%	55	-6%	1%	-27	13
Cc1ccc(/C=N/Nc2nc(C)cc(C)n2)cc1	-6%	81%[activator]	57*	u	4%	60	14*
CCO[C@@H]1OC(C(=O)NCc2nc3ccccc3[nH]2)=C[C@H](C2CC2)[C@H]1CCCO	46%	16%	-7	10%	-10%	0	-1
O=C(COc1ccccc1Cl)Nc1cccc(S(=O)(=O)N2CCCC2)c1	-21%	3%	x	x	-5%	u	x
O=C(COC(=O)c1ccc(F)c(S(=O)(=O)N2CCOCC2)c1)NCCc1ccccc1	3%	25%	x	x	-9%	-20	x
CCS(=O)(=O)N1CCCC(C(=O)NC2CCCCC2)C1 (stereo not drawn)	-1%	-2%	-18	3%	2%	-6	-3
O=C(O)c1cncc(C#CCC2CCCCC2)c1	-5%	12%	90*	u	-6%	93	77*
Cc1nc2ccc(NC(=O)c3sccc3C)cc2s1	0%	-4%	64*	-1%[12.9 µM]	-7%	31	64*

High-throughput results (PubChem)
